# HCMV inh – qHTS Assay for inhibitors of the human cytomegalovirus (HCMV). actives 4.5% (n = 410,000). activity change, negative = inhibition, % at 57.5 µM. HFF cells, HCMV-luciferase reporter, 72 h; hits give low values; in the data active = activity change below about -60%; inconclusive = no clear call, values can overlap the other calls; inactive = above about -39%
#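 Screen run at 2 compound doses on HFFs infected with reporter HCMV, MOI 1 PFU/cell. Luciferase activity from cell lysates at 72 h post infection gave inhibition relative to buffer-only and Salinomycin wells.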
# AMA1-RON2 inh – qHTS for Inhibitors of AMA1-RON; Towards Development of Antimalarial Drug Lead: Primary Screen; actives 0.2% (n = 360,000); Plasmodium falciparum AMA1 (3D7) - RON2 peptide interaction; Potency, µM (highest dose often 58.2 µM), for the others: top-dose activity change, negative = inhibition, usual class: inhibitors; AlphaScreen AMA1-biotinylated RON2 peptide binding;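 note: potency is the fitted concentration of half-maximal effect; 0% = vehicle wells and -100% = peptide control; nearly all actives have a fitted effect of over 45% in size; some results filed as inactive show a strong effect at the top dose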
#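 AMA1 (3D7) with his tag at 25 nM final met compounds first, then biotinylated RON2 peptide at 25 nM; detection used donor plus acceptor beads, 10 µg/mL apiece, read by AlphaScreen after 30 min at room temperature.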
# AmpC no deterg – qHTS Inhibitors of AmpC Beta-Lactamase (assay without detergent). P00811. AmpC nitrocefin hydrolysis, absorbance 480 nm, 0.0001% Triton. Potency, µM (titrated, usually from 57.1 µM), for inactives: top-dose activity change, negative = inhibition, usual class: inhibitors. actives 0.52% (n = 330,000). AID 485341, 2010;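 note: potency is the fitted concentration of half-maximal effect; plate controls were no compound for no effect and no enzyme for full effect; nearly all actives have a fitted effect of over 20% in size; some results filed as inactive show a strong effect at the top dose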
# Target sequence (P00811 whole entry, looked up): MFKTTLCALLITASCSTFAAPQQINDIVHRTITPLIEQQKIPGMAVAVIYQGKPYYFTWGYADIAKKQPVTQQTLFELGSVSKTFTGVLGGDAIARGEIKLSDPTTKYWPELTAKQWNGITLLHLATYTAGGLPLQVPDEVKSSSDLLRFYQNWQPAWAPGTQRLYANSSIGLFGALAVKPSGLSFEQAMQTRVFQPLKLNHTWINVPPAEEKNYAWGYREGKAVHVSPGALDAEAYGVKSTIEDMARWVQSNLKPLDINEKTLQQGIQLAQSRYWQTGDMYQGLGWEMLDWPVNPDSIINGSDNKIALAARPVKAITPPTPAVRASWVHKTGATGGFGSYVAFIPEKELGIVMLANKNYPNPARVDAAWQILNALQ
#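 20 mM phosphate pH 7.0 + 0.01% (detergent screen) or 0.0001% Triton X-100; 5.3 nM AmpC reagent; cpd preinc 15 min RT; nitrocefin (800 uM stock) to start; A480 q20 s × 4 min; Activity was normalised to no-enzyme and no-compound control wells.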
# AmpC detergent – qHTS Inhibitors of AmpC Beta-Lactamase (assay with detergent); P00811; actives 0.041% (n = 370,000); AmpC hydrolysis of nitrocefin, absorbance 480 nm, 0.01% Triton; Potency, µM (highest dose often 114 µM), for inactives: at the highest dose activity change, negative = inhibition, actives largely listed as inhibitors;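 note: potency is the fitted concentration of half-maximal effect; 0% = no-compound wells and -100% = no-enzyme wells; nearly all actives have a fitted effect of over 25% in size; some results filed as inactive show a strong effect at the top dose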
#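 AmpC (5.3 nM in the dispensed reagent) in 20 mM phosphate pH 7.0 with 0.01% (detergent screen) or 0.0001% Triton X-100 was preincubated with compounds for 15 min at room temperature. Nitrocefin was then added from an 800 uM solution, and hydrolysis was followed at 480 nm.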
# HCV inh – qHTS Assay for Inhibitors of Hepatitis C Virus (HCV); Huh7.5.1 HCVcc-Cre infection, luciferase reporter, 44 h; Potency, µM (series often up to 41.8 µM), for inactives: at the top dose activity change, negative = inhibition, actives largely listed as inhibitors; actives 3.4% (n = 340,000); AID 651820, 2012; note: potency is the fitted concentration of half-maximal effect
#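 Compounds are dispensed onto cells plated 4 h earlier at 1,000 per well, with HCVcc-Cre virus (about 0.5 moi) added next. Following 44 h of culture, luminescent signal is measured for 15 sec after 15 min with substrate at room temperature.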
# LmPK inhibitor – qHTS Assay for Inhibitors of Leishmania Mexicana Pyruvate Kinase (LmPK). actives 0.37% (n = 290,000). Q27686. Potency, µM (series often up to 57.5 µM), for the others: at the top dose activity change, negative = inhibition, most hits filed as inhibitors. purified LmPK, Kinase-Glo ATP luminescence, 1 h; note: potency is the fitted concentration of half-maximal effect
# Target sequence (Q27686 whole entry, looked up): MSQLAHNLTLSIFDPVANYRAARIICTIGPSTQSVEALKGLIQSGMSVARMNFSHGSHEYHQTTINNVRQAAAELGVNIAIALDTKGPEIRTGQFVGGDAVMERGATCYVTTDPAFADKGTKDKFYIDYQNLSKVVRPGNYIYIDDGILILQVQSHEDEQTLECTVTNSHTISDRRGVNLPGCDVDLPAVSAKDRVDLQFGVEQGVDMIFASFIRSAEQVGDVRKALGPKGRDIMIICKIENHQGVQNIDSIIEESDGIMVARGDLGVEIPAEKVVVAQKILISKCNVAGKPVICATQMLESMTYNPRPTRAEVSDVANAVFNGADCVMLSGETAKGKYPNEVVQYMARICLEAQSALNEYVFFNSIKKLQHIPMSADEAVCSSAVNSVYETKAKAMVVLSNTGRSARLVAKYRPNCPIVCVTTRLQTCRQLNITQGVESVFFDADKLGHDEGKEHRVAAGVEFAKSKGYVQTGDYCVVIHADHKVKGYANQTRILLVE
#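 Pyruvate kinase activity monitored as ATP production (luciferase luminescence). Conditions: 0.1 nM enzyme, 0.5 mM PEP, 0.1 mM ADP, 1 h, RT; normalized against uninhibited and no-enzyme wells.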
# Tb PYK inh – qHTS of Trypanosoma Brucei Inhibitors | pyruvate kinase (Trypanosoma brucei), Q57TT1 | TbPYK enzyme, Kinase-Glo Plus ATP luminescence, 45 min | Potency, µM (doses to about 76.8 µM), inactives show top-dose activity, negative = inhibition, actives largely listed as inhibitors | actives 0.12% (n = 410,000) | AID 624173, 2012; note: potency is the fitted concentration of half-maximal effect; nearly all actives have a fitted effect of over 50% in size
#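 Enzyme and substrate buffer are dispensed first and compound is pin-transferred. ADP at 130 uM final then starts the reaction, which runs 45 min at room temperature. Detection reagent is added for 10 min before luminescence is imaged.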
# Active calls of the source: *; ? = inconclusive; . = no result given; & = joins results of further samples; [ ] = remark or other dose. Unless noted, calls come from the whole dose curve; as a rule, active = well fitted curve in the direction sought with a large enough effect; inconclusive = small, poorly fitted or top-dose-only effect, or another doubt; inactive = no such curve, though single readings can be large; an effect the other way counts as inactive or inconclusive. Unless noted, % is set by controls: 0 for no effect and ±100 for the full control effect.
nr	Compound	HCMV inh	AMA1-RON2 inh	AmpC no deterg	AmpC detergent
1	Cc1ccccc1-c1noc(-c2cc(C(C)C)[nH]n2)n1	38	.	.	4%
2	O=S1(=O)N=C(N(CCO)/N=C/c2ccc(Cl)cc2)c2ccccc21	-34	-3%	-10%	9%
3	CC1CCC2=NN(C(=O)c3ccco3)C(O)(C(F)(F)F)C2C1 (stereo not drawn)	-30	5%	0%	2%
4	O=C(c1ccc(S(=O)(=O)c2cccc(Cl)c2)c([N+](=O)[O-])c1)N1CCN(Cc2ccccc2)CC1	-36	-26%	124%[activator]	-12%
5	C#CCOC(=O)C1=CCCN(C)C1	-33	18%	-4%	?
6	O=C(NCCN=C1NS(=O)(=O)c2ccccc21)c1ccccc1	-31	-2%	-9%	?
7	CNc1snc(C)c1C(=O)OCC(=O)N(C)Cc1ccccc1	-21	-4%	-9%	0%
8	COc1ccc(-c2csc(NC(=O)C3CSC4(C)CCC(=O)N34)n2)c(OC)c1 (stereo not drawn)	-25	-18%	4%	?
9	c1ccc2c(CCNc3ncnc4nc[nH]c34)cccc2c1	-35	-4%	-15%	7%
10	COc1ccc(C2CC(c3ccccc3)=NN2C(=O)c2cccs2)cc1 (stereo not drawn)	-15	20%	9%	1%

nr	HCV inh	LmPK inhibitor	Tb PYK inh
1	.	.	-7%
2	-14%	1%	0%
3	3%	3%	5%
4	?	-1%	1%
5	20%	.	8%
6	3%	-1%	-7%
7	?	.	0%
8	8.9µM*	.	5%
9	11µM*	-3%	4%
10	?	8%	10%

# Next part
nr	Compound	HCMV inh	AMA1-RON2 inh	AmpC no deterg	AmpC detergent
11	Oc1cccc(-c2csc(C(O)(c3ccccc3)C(F)(F)F)n2)c1 (stereo not drawn)	-22	6%	.	.
12	COC(=O)c1ccc2ccccc2c1OC1OC(CO)C(O)C(O)C1NC(C)=O (stereo not drawn)	59	7%	-6%	?
13	Cc1ccc(NC(=O)CN(C)C(=O)Cc2c(Cl)cccc2Cl)cc1	47	2%	-20%	5%
14	COc1ccc(NS(=O)(=O)c2cc(N)ccc2N2CCCC2)cc1	32	-12%	0%	.
15	O=C(CNC(=O)Cc1ccccc1)NCC(=O)OCC(=O)c1ccc(Cl)cc1	-18	-15%	-27%	-8%
16	Cc1ccc2nsnc2c1NC(=O)Cc1ccc(Cl)cc1	-37	2%	-26%	1%
17	O=C(NC1CCCCCC1)C1CCCN(S(=O)(=O)c2cccs2)C1 (stereo not drawn)	-7	-1%	-21%	-10%
18	Cc1ccc2c(cnn2C(=O)CCCC(=O)NCc2cccc(F)c2)c1	15	19%	-19%	-6%
19	Cc1ccccc1Nc1nnc(C)c(=O)n1N	?	18%	20%	-7%
20	Cc1ccc(S(=O)(=O)NCc2ccccc2)cc1C(=O)N(C)Cc1ccccc1F	-34	-7%	-26%	-8%

nr	HCV inh	LmPK inhibitor	Tb PYK inh
11	.	.	-4%
12	6%	3%	10%
13	-21%	-4%	0%
14	?	.	-18%
15	4%	1%	-1%
16	-7%	4%	1%
17	5%	-1%	1%
18	17%	2%	-2%
19	-15%	1%	5%
20	-20%	-6%	2%

# Later entries
nr	Compound	HCMV inh	AMA1-RON2 inh	AmpC no deterg	AmpC detergent
21	CCc1cccc2sc(N(CCCN3CCOCC3)C(=O)CS(=O)(=O)c3ccccc3)nc12	-12	-22%	216%[activator]	-6%
22	Nc1c(C(=O)N/N=C/c2ccc(Cl)cc2)cnn1-c1ccccc1	-5	11%	-30%	2%
23	CCc1ccccc1NC(=O)CCOc1ccccc1	-18	-2%	-24%	4%&-2%
24	COc1ccccc1OCC(=O)N1CCN(S(=O)(=O)c2ccc(Cl)cc2)CC1	-19	3%	57%	-14%
25	COc1ccc(-c2nnc3sc(-c4ccco4)nn23)cc1OC	-5	-7%	-18%	2%
26	CCC(NC(=O)Cc1c(C)c2ccc(OC)c(C)c2oc1=O)C(=O)NC(Cc1ccc(Cl)cc1)C(=O)O (stereo not drawn)	-13	-4%	-9%	?
27	COc1cc(CNCCCO)ccc1OCC(=O)NC(C)(C)C	2	-1%	-22%	-6%
28	CCN(CC)CCCN(C(C)=O)c1nc(-c2cc(OC)ccc2OC)cs1	?	-15%	10%	-8%
29	COc1ccc(CCNC(=O)COC(=O)COc2ccc(C#N)cc2)cc1	25	-4%	-11%	0%
30	O=C(c1csc2ccccc12)N1CCN(c2ccc(Cl)c(Cl)c2)CC1	8	-16%	-20%	2%

nr	HCV inh	LmPK inhibitor	Tb PYK inh
21	0%	.	0%
22	4%	1%	-4%
23	7%	2%	1%&-6%
24	14%	.	0%
25	15%	-1%	2%
26	-13%	-7%	2%
27	16%	0%	-1%
28	6.3µM*	4%	-1%
29	19%	2%	-6%
30	-26%	1%	0%

# (more compounds)
nr	Compound	HCMV inh	AMA1-RON2 inh	AmpC no deterg	AmpC detergent
31	Cc1cc(F)ccc1NC(=O)C1CCCN(S(=O)(=O)c2ccc3c(c2)CCCC(=O)N3)C1 (stereo not drawn)	-1	.	.	3%
32	Cc1nc(C)n(CC(C)C(=O)N2CCN(S(=O)(=O)c3ccccc3)CC2)n1 (stereo not drawn)	10	1%	10%	1%
33	CCc1ccc(-c2cn(C3CCCCC3)c(=S)[nH]2)cc1	?	-23%	-43%	2%
34	CCNC(=O)C1CCN(S(=O)(=O)c2ccc(F)cc2)CC1	8	0%	-7%	-7%
35	O=C(c1ccccc1S(=O)(=O)NCc1ccccc1)N1CCCCC1	-9	-6%	-8%	-9%
36	CC(C)CC1Nc2ncnc(N3CCN(c4ccccn4)CC3)c2N(Cc2ccccc2)C1=O (stereo not drawn)	-3&-22	-15%&0%	24%	.
37	C[C@]12C=CC(=O)C=C1CC[C@@H]1C2CC[C@]2(C)OC(=O)CCC12 (stereo partly drawn)	-7	-4%	-16%	?
38	CSCCC(NS(=O)(=O)c1ccc(Cl)cc1)C(=O)OCC(=O)N1CCOCC1 (stereo not drawn)	82	-9%	21%	-11%
39	Cc1ccc(NC(=O)Cn2c(=O)oc3cc(S(=O)(=O)N4CCCCCC4)ccc32)cc1Cl	0	.	.	4%
40	COc1ccc(C(=O)Nc2ccc3[nH]c(-c4cccc(OC)c4)cc(=O)c3c2)cc1	-25	-13%	-9%	-8%

nr	HCV inh	LmPK inhibitor	Tb PYK inh
31	.	.	-1%
32	15%	-5%	0%
33	?	1%	-40%
34	5%	1%	-20%
35	6%	-3%	2%
36	-24%	.	-10%&1%
37	4%	2%	-3%&0%
38	13%	-2%	-2%
39	.	.	6%[15.4 µM]
40	?	1%	1%

# Later entries.
nr	Compound	HCMV inh	AMA1-RON2 inh	AmpC no deterg	AmpC detergent
41	O=C(NCC1CCCCC1)c1ccc(F)cc1Cl	-14	-22%	-9%	1%
42	CSc1nc2ccccc2cc1/C=C(\C#N)c1cccc(Cl)c1	-2	8%	-25%	2%
43	CC(=O)N1CCCc2ccc(NC(=O)c3ccc(OC(C)C)cc3)cc21	-61*	.	.	4%
44	CCCCN(C)C(=O)c1ccc(CS(=O)(=O)c2ccccc2C)o1	-18	-2%	1%	0%
45	CCOC(=O)c1c(C)[nH]c(C)c1C(=O)COC(=O)/C=C/c1cccc([N+](=O)[O-])c1	-7	-12%	.	.
46	O=C(O[C@@H]1OC2COC(=O)c3cc(O)c(O)c(O)c3-c3c(cc(O)c(O)c3O)C(=O)O[C@@H]([C@H]1O)[C@@H]2O)c1cc(O)c(O)c(O)c1	.	2.5µM*	-11%	-3%
47	Cc1cc(C(=O)N/N=C/c2cc(Br)ccc2OC(=O)c2ccccc2)n[nH]1	103	33%[activator]	-36%	-7%
48	O=C(CCCCCN1C(=O)c2ccccc2C1=O)Nc1ccc(S(=O)(=O)N2CCCCC2)cc1	-34	-7%	-17%	-5%

nr	HCV inh	LmPK inhibitor	Tb PYK inh
41	?	-5%	5%
42	?	0%	2%
43	.	.	1%
44	-13%	7%	-7%
45	.	.	-2%
46	?	-28%	?
47	?	3%	1%
48	-27%	0%	-5%

# Twelve of these compounds in another layout.
entry	SMILES	HCMV inh	AMA1-RON2 inh	AmpC no deterg	AmpC detergent	HCV inh	LmPK inhibitor	Tb PYK inh
34	CCNC(=O)C1CCN(S(=O)(=O)c2ccc(F)cc2)CC1	8	0%	-7%	-7%	5%	1%	-20%
35	O=C(c1ccccc1S(=O)(=O)NCc1ccccc1)N1CCCCC1	-9	-6%	-8%	-9%	6%	-3%	2%
36	CC(C)CC1Nc2ncnc(N3CCN(c4ccccn4)CC3)c2N(Cc2ccccc2)C1=O (stereo not drawn)	-3&-22	-15%&0%	24%	.	-24%	.	-10%&1%
37	C[C@]12C=CC(=O)C=C1CC[C@@H]1C2CC[C@]2(C)OC(=O)CCC12 (stereo partly drawn)	-7	-4%	-16%	?	4%	2%	-3%&0%
38	CSCCC(NS(=O)(=O)c1ccc(Cl)cc1)C(=O)OCC(=O)N1CCOCC1 (stereo not drawn)	82	-9%	21%	-11%	13%	-2%	-2%
39	Cc1ccc(NC(=O)Cn2c(=O)oc3cc(S(=O)(=O)N4CCCCCC4)ccc32)cc1Cl	0	.	.	4%	.	.	6%[15.4 µM]
40	COc1ccc(C(=O)Nc2ccc3[nH]c(-c4cccc(OC)c4)cc(=O)c3c2)cc1	-25	-13%	-9%	-8%	?	1%	1%
41	O=C(NCC1CCCCC1)c1ccc(F)cc1Cl	-14	-22%	-9%	1%	?	-5%	5%
42	CSc1nc2ccccc2cc1/C=C(\C#N)c1cccc(Cl)c1	-2	8%	-25%	2%	?	0%	2%
43	CC(=O)N1CCCc2ccc(NC(=O)c3ccc(OC(C)C)cc3)cc21	-61*	.	.	4%	.	.	1%
44	CCCCN(C)C(=O)c1ccc(CS(=O)(=O)c2ccccc2C)o1	-18	-2%	1%	0%	-13%	7%	-7%
45	CCOC(=O)c1c(C)[nH]c(C)c1C(=O)COC(=O)/C=C/c1cccc([N+](=O)[O-])c1	-7	-12%	.	.	.	.	-2%

# Compounds as they come (roughly 7.5% active in at least one column).
